Rv3671c inh: Rv3671c serine protease inhibitors, primary screen, biochemical, fluorescence polarization, M. tuberculosis H37Rv | P9WHR9 | inhibition, % at 5.96 µM | actives 0.048% (n = 320,000); in the data active = inhibition above about 38%;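 also: extracellular domain of Rv3671c used as enzyme; 0% = enzyme with DMSO and 100% = no enzyme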
Target sequence (P9WHR9 whole entry, looked up, the tested form may be a part): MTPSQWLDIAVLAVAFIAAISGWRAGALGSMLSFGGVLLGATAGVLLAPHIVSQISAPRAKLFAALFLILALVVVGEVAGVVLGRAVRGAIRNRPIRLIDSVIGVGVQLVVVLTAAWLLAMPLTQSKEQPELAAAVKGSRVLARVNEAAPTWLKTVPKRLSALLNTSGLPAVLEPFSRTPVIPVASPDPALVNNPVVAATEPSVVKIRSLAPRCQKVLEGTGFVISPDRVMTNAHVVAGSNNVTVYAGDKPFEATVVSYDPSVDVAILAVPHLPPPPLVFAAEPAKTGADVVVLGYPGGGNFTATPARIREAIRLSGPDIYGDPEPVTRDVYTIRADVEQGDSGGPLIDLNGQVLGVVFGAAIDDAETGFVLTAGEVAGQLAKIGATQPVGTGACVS
GDH-TPI counter: GDH-TPI coupling enzyme inhibitors, primary screen, artefact control for M. tuberculosis FBA inhibitor project, biochemical, absorbance, full deck; inhibition, % at 4.8 µM; actives 1.2% (n = 360,000); GDH-TPI coupled enzyme counterscreen, NADH absorbance; AID 588335, 2011; in the data active = inhibition above about 30%;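 also: 0% = DMSO wells and 100% = wells lacking the enzyme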
MazEF act: activators of E. coli MazEF toxin-antitoxin RNase, primary screen, biochemical, fluorescence, uHTS; FAM/BHQ RNA-DNA oligo cleavage fluorescence, 5 h; activation, % at 20 µM; actives 0.32% (n = 350,000); AID 504720, 2011; in the data active = activation above about 50%
Target sequence (P0AE70 whole entry, looked up): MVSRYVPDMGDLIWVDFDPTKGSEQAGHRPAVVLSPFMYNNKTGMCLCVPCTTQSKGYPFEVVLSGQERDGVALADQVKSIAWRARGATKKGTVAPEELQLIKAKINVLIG
FadD28 binding: inhibitors of FadD28 bisubstrate probe binding, primary screen, biochemical, fluorescence polarization, single point | Mycobacterium tuberculosis FadD28 fatty-acid-AMP ligase | inhibition, % at 12.5 µM | actives 0.22% (n = 360,000) | AID 588549, 2011; in the data active = inhibition above about 8.5%, passing the limit was not always enough; inconclusive = no clear call, values can overlap the other calls
Mtb UGM inh: M. tuberculosis UGM enzyme inhibitors, primary screen, biochemical, fluorescence polarization, single point | inhibition, % at 10 µM | purified UGM, fluorescence polarization probe displacement | actives 0.06% (n = 320,000); in the data active = inhibition above about 10%, passing the limit was not always enough; inconclusive = no clear call, values can overlap the other calls
Target sequence (P9WIQ1 whole entry, looked up): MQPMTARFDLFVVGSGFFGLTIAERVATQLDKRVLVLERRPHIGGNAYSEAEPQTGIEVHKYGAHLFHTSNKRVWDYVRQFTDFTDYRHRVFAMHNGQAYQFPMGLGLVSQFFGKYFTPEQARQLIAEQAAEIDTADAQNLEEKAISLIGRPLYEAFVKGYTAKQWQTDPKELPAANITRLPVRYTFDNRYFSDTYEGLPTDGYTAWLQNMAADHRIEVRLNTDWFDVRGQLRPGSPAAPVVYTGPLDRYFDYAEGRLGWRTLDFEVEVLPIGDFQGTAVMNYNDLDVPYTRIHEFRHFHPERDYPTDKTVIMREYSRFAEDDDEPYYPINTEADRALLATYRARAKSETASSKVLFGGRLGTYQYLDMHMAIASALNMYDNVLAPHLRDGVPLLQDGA
BioA inh: M. tuberculosis BioA enzyme inhibitors, primary screen, biochemical, plate reader, single point, HTS; purified M. tuberculosis BioA enzyme; inhibition, % at 9.99 µM; actives 0.096% (n = 360,000); in the data active = inhibition above about 40%; inconclusive = no clear call, values can overlap the other calls
PrPC surface inh: inhibitors of human cell surface prion protein PrPC, primary screen, cell-based, TR-FRET. AID 720596, 2013. Major prion protein (Homo sapiens), P04156. actives 0.43% (n = 370,000). inhibition, % at 13.8 µM. TR-FRET read-out; in the data active = inhibition above about 24%; also: 0% = median of the test wells and 100% = reference compound wells
BoNT-F LC inh: BoNT/F light chain protease inhibitors, primary screen, biochemical, flow cytometry, MLPCN library. Botulinum neurotoxin type F light chain protease (Clostridium botulinum). Multiplex microsphere protease cleavage assay. inhibition, % at 10 µM. actives 0.22% (n = 360,000). AID 588497, 2011; in the data active = inhibition above about 35%, passing the limit was not always enough; inconclusive = no clear call, values can overlap the other calls; also: plate controls were buffer without enzyme for full effect and enzyme alone for no effect
FBA Mtb inh: Mtb FBA enzyme inhibitors, primary screen, biochemical, fluorescence, strain H37Rv | Fructose-bisphosphate aldolase (Mycobacterium tuberculosis (strain ATCC 25618 / H37Rv)), … | purified M. tuberculosis FBA, fluorescence read-out | inhibition, % at 1 µM | actives 2.3% (n = 360,000); in the data active = inhibition above about 27%;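 also: 0% = vehicle and 100% = reference inhibitor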
* hit, by the source's call; ? = inconclusive; . = no result given.

SMILES	Rv3671c inh	GDH-TPI counter	MazEF act	FadD28 binding	Mtb UGM inh	BioA inh	PrPC surface inh	BoNT-F LC inh	FBA Mtb inh
C=CCNC(=O)/C(=C/c1cccc([N+](=O)[O-])c1)NC(=O)c1ccco1	3	0	0	-3.0	0.7	.	-26	-2	1
Cc1ccc(S(=O)(=O)CC(=O)Nc2nc(-c3ccccc3)cs2)cc1	-17	13	2	1.8	4.0	1.4	0	4	3
CC(=O)c1cc(C#N)c(N2CCN(c3ccccc3)CC2)nc1C	2	-3	3	.	0.6	1.6	0	-23	0
COc1cc(/C=C/C(=O)O)cc(S(=O)(=O)Nc2ccc3nc(SC)sc3c2)c1OC	3	1	-3	-5.3	-0.8	.	-7	-1	1
COc1ccc(OC)c(CCNC(=O)C(C)n2nc(C)c3c(C)n(-c4ccccc4)nc3c2=O)c1 (stereo not given)	-1	4	4	-2.6	0.3	6.1	2	-1	4
COc1cccc(CN2CCNC(=O)C2CC(=O)NCCN2CCOCC2)c1OC (stereo not given)	-1	2	-5	.	1.5	-0.7	-5	-5	2
O=C1/C(=C/c2ccncc2)CCc2ccccc21	4	12	-5	-3.1	-1.6	.	12	?	-1
Cn1c(Cc2ccccc2)nnc1SCC(=O)Nc1ccc2c(c1)OCCO2	6	1	1	-2.0	1.1	2.4	.	-4	1
CCN(CC)S(=O)(=O)c1cc(C(=O)OCC(=O)c2ccc3c(c2)NC(=O)CO3)ccc1Cl	2	12	-18	1.9	3.7	-1.2	3	5	1
CCOc1ccccc1N(CC(=O)NC1CCCCC1)C(=O)CCCC(=O)Nc1ccccn1	0	12	-1	0.2	1.7	0.1	-1	-6	-1

Compounds above that contain an aryl thioether with sulfur outside any ring, in the order listed:
SMILES	Rv3671c inh	GDH-TPI counter	MazEF act	FadD28 binding	Mtb UGM inh	BioA inh	PrPC surface inh	BoNT-F LC inh	FBA Mtb inh
COc1cc(/C=C/C(=O)O)cc(S(=O)(=O)Nc2ccc3nc(SC)sc3c2)c1OC	3	1	-3	-5.3	-0.8	.	-7	-1	1
Cn1c(Cc2ccccc2)nnc1SCC(=O)Nc1ccc2c(c1)OCCO2	6	1	1	-2.0	1.1	2.4	.	-4	1

Carrying on:
SMILES	Rv3671c inh	GDH-TPI counter	MazEF act	FadD28 binding	Mtb UGM inh	BioA inh	PrPC surface inh	BoNT-F LC inh	FBA Mtb inh
CCOC(=O)Nc1cccc2ccccc12	12	-6	-4	1.4	0.6	-2.9	-5	-4	7
C=C(C(=O)c1ccccc1)C(C)C(=C)C(=O)c1ccccc1	-22	12	-1	-3.9	2.1	.	-1	-2	0
Cc1c(C(=O)N2CCC(C)CC2)sc2ncnc(N(C)c3ccccc3)c12	1	35*	3	0.1	-5.4	.	9	6	0
Nc1ccccc1C(=O)OCc1ccc([N+](=O)[O-])cc1	-3	7	4	-0.1	-0.7	0.0	-3	-3	-1
O=C(NCCN1CCOCC1)C(=O)NCC1OCCN1S(=O)(=O)c1ccc(Cl)cc1 (stereo not given)	.	-4	8	-2.8	.	-1.4	2	1	-2
COc1ccccc1NC(=O)COC(=O)C1CC2C=CC1C2 (stereo not given)	0	-1	-3	-3.1	-0.9	.	5	-1	1
CC1CC(C)CN(S(=O)(=O)c2ccc(NC(=O)CN3C(=O)NC(C)(c4ccccc4)C3=O)cc2)C1 (stereo not given)	-22	0	3	-2.8	-0.3	0.5	11	1	-1
CCCCCCSc1ccc([C@H]2N[C@@](C)(C(=O)OC)[C@H]3C(=O)N(CC)C(=O)[C@@H]23)cc1	-10	3	3	-3.1	-1.4	2.7	6	12	1
COc1ccc(C2C3=C(COC3=O)Oc3cc4c(cc32)OCO4)cc1OC (stereo not given)	.	5	5	-2.2	.	.	-1	3	4
CC(C(=O)O)N1C(=O)c2ccccc2C1=O (stereo not given)	1	-5	10	-2.2	0.5	0.3	-1	-8	0
O=C1c2cc([N+](=O)[O-])cc3cc([N+](=O)[O-])cc(c23)C(=O)N1c1ccccn1	-2	28	4	-0.7	3.2	9.1	-40	-10	-2
CCOC(=O)C1=C(C)Nc2ccccc2N=C1NC(=O)/C=C/c1ccc(OC)cc1OC	-17	6	9	0.2	2.7	.	3	4	3
O=C(CN1CCc2ccccc21)NN1CC(=O)N(c2ccc(Cl)cc2)CC1=O	-6	-1	-2	-3.2	3.7	.	2	-6	0
Cc1ccc(NC(=O)Cn2c(CCC(=O)O)ccc2-c2cccs2)cc1	-4	-1	-2	-0.5	-0.7	0.5	-2	-33	4
CCOC(=O)C1(Cc2cccc(OC)c2)CCCN(C(=O)CCSC)C1 (stereo not given)	-5	-3	2	-2.4	1.3	-0.8	-6	-10	2
CCC1CCCCN1C(=S)NC(=O)c1cc(Br)ccc1Cl (stereo not given)	1	-6	9	-4.1	-1.7	0.0	6	-8	-2
COc1ccc(/C=C/C(=O)NC(=S)Nc2ccc(S(=O)(=O)Nc3cc(OC)ncn3)cc2)cc1	.	25	2	-0.9	.	.	0	-11	0
Cc1ccc(CN2C(=O)N/C(=C/c3cc(C)n(-c4ccccn4)c3C)C2=O)cc1	-1	10	-15	4.1	3.9	-0.4	-6	-11	-1
COc1ccc(-c2cc3nc(NCC4CCCCC4)n(C)c(=O)c3s2)cc1OC	.	15	.	-3.2	.	-1.9	-1	0	1
CC(C)(C)OC(=O)NNC(=O)c1cccs1	4	0	-4	-0.7	2.6	.	0	0	4
COc1ccc(NC(=O)C(=O)c2cn(CC(=O)N3CCCC3)c3ccccc23)cc1	3	17	8	-9.7	0.0	0.7	1	-3	-1
CCOc1ccc(NC(=O)C2C3C=CC4(CN(C(C(=O)OC)C(C)C)C(=O)C24)O3)cc1 (stereo not given)	6	-9	-3	-4.4	0.5	-1.3	7	-4	-4
C/C(=N\Nc1ncc(Cl)cc1Cl)c1ccc(C#N)cc1	6	46*	8	0.3	-0.2	1.2	7	-1	-1
CCOC(=O)CN(Cc1sccc1C)C(=O)Nc1cccc(OC)c1	-7	-3	-2	-0.9	-1.2	.	4	-7	-3
CCN(CC)CCNCc1nc2ccccc2c(=O)n1-c1ccc(F)cc1	-3	6	16	-1.3	-0.3	0.8	6	-1	0
CC(C)C[C@@H](NC(=O)C1CCC(CNC(=O)[C@H](Cc2ccccc2)NC(=O)OC(C)(C)C)CC1)C(=O)O (stereo not given in full)	.	1	2	1.4	.	-1.5	-2	-10	3
O=C(Nc1cccc(F)c1)c1ccc(-n2cncn2)c2ccoc12	.	9	.	-0.8	.	8.7	2	2	2
CS(=O)(=O)N(CC(=O)N1CCCC1)c1ccc2c(c1)OCCO2	-1	4	2	0.7	-0.7	-0.2	-2	4	6
COc1ccc(/C=C/C(=O)C2(O)CCCCC2)cc1OC	7	21	1	-0.9	0.5	-0.2	9	-13	0
O=C(CCN1Cc2ccccc2C1)c1ccc2c(c1)OCCO2	4	6	10	-0.7	-3.0	-1.4	4	18	5
COCCn1nnnc1C(c1cc2cc(OC)ccc2[nH]c1=O)N1CCC(Cc2ccccc2)CC1 (stereo not given)	10	-7	-3	-3.7	-0.7	-1.1	-4	-1	0
CN(C)S(=O)(=O)N(CCN1CCOCC1)Cc1ccccc1F	0	9	5	-2.2	2.4	1.0	0	19	3
O=C(Cc1cccc(C(F)(F)F)c1)NCc1ccc(Cl)cc1	-2	7	-2	-3.5	-2.1	.	7	0	0
O=C(c1ccc(CNS(=O)(=O)c2ccccc2)cc1)N1CCC2(CC1)OCCO2	3	-7	3	-3.5	-0.8	-3.3	-4	-6	4
COc1ccc(NC(C#N)c2ccc(OC)cc2)cc1 (stereo not given)	0	11	7	-0.1	-0.6	.	4	4	-3
N#Cc1ccc(S(=O)(=O)N2CCN(c3ncccn3)CC2)cc1	6	2	-4	-1.9	3.4	.	15	.	-1
Nc1nn(-c2cccc(F)n2)cc1-c1ccc(Cl)cc1	.	-1	-2	-3.0	.	2.2	4	3	1
CCC(C(=O)Nc1ccc(Cl)cc1)N1CCCC1=O (stereo not given)	0	-2	2	-0.8	-1.4	0.1	8	?	6
COc1ccc(NC(=O)Nc2ccccc2C)c(OC)c1	1	-10	-4	-3.2	-1.1	0.5	-5	-2	3
CC(C)C1Cc2ccccc2-c2[nH]c(=S)[nH]c(=O)c21 (stereo not given)	-2	20	10	0.3	-1.1	1.5	75*	-6	11
CC1(C)Cc2ccccc2C(=NCC(=O)O)N1	9	2	-12	1.2	-1.1	.	7	-2	-3
COc1ccccc1N1CCN(CCC(=O)Nc2ccc3c(c2)OCO3)CC1	13	0	-5	-0.6	-5.5	5.6	1	5	-4
CC(C)c1ccccc1NC(=O)CNCCc1ccc(C(F)(F)F)cc1	5	6	0	-4.0	-1.3	.	-1	-6	-2
NC(=O)c1ncn([C@@H]2O[C@H](CNCc3cccc4c3sc3ccccc34)[C@@H](O)[C@H]2O)n1	.	6	2	-3.3	.	-0.3	-4	0	-3
FC(F)(F)C(Oc1nc(NC2CCCCC2)nc(N2CCOCC2)n1)C(F)(F)F	-5	7	7	-1.3	3.5	-1.3	6	-9	-1
COc1cc(CNc2ccc(CNc3ncn[nH]3)cc2)cc(Cl)c1OCc1ccccc1	1	12	5	-2.6	0.3	.	9	3	-1
Cc1cc(C)c(NC(=O)CNC(=O)CN(C)Cc2ccc(Br)s2)c(C)c1	2	0	2	-1.9	-7.0	0.8	4	-8	3
CCOc1cc(N2CCOCC2)c(OCC)cc1NC(=O)CSc1nccc(C)n1	-9	5	1	-0.7	-1.4	5.5	2	-1	2
O=C(COC(=O)c1ccc(O)cc1)Nc1ccc(S(=O)(=O)N2CCOCC2)cc1	-3	0	1	-2.0	-1.2	-0.6	-5	-3	0
COc1ccc(CNC(=O)COC(=O)C2(C)CC2(Cl)Cl)cc1 (stereo not given)	0	0	-5	-2.5	-2.0	0.3	-3	0	3

Record cards, from the list above:
Record of COc1ccccc1N1CCN(CCC(=O)Nc2ccc3c(c2)OCO3)CC1 : Rv3671c inh: 13; GDH-TPI counter: 0; MazEF act: -5; FadD28 binding: -0.6; Mtb UGM inh: -5.5; BioA inh: 5.6; PrPC surface inh: 1; BoNT-F LC inh: 5; FBA Mtb inh: -4
Record of COc1cc(CNc2ccc(CNc3ncn[nH]3)cc2)cc(Cl)c1OCc1ccccc1 : Rv3671c inh: 1; GDH-TPI counter: 12; MazEF act: 5; FadD28 binding: -2.6; Mtb UGM inh: 0.3; BioA inh: .; PrPC surface inh: 9; BoNT-F LC inh: 3; FBA Mtb inh: -1

Additional entries
SMILES	Rv3671c inh	GDH-TPI counter	MazEF act	FadD28 binding	Mtb UGM inh	BioA inh	PrPC surface inh	BoNT-F LC inh	FBA Mtb inh
CCc1ccc(S(=O)(=O)N/N=C\c2cn(CC(N)=O)c3ccccc23)cc1	.	9	2	-1.6	.	1.0	1	-4	-1
COc1cc(C(=O)N2CCN(S(=O)(=O)c3ccc(C(C)C)cc3)CC2)ccc1OCC(=O)N1CCOCC1	.	-6	11	-1.2	.	-0.7	8	-4	1
O=CN1CCCN(Cc2nc(Cc3ccccc3F)no2)CC1	4	-8	-2	-3.0	1.8	.	7	1	1
COc1cccc2sc3ccc(C#Cc4ccc(N)cc4)cc3c(=O)c12	-1	19	-16	0.8	-0.7	-1.9	20	-8	1
C/C(=N/NC(=O)CNC(=O)COc1cccc(C)c1)c1ccc(Cl)cc1	1	-1	-10	-0.3	0.0	-1.2	0	-8	0
O=C(N/N=C\c1ccc(Br)cc1)c1ccc(Cn2cccn2)o1	-1	18	6	-2.2	-0.9	.	-9	6	-2
Cc1ccccc1Cn1cnc2ccccc2c1=O	14	8	1	0.0	0.7	.	-4	-3	2
CCO[C@@H]1OC(C(=O)O)=C[C@H](c2ccc(Br)cc2)[C@H]1CCCO	-7	15	6	1.5	-0.4	-1.2	-8	5	4
CC(C)CN1CCC1(C)C(=O)Nc1ccc(OC(F)F)cc1 (stereo not given)	.	4	.	-3.9	.	-0.3	0	2	-6
CCN(CC)S(=O)(=O)c1cc(NC(=O)C2Cc3ccccc3C(=O)O2)ccc1C (stereo not given)	4	1	-13	-4.6	-0.3	0.0	-2	1	-3
